TRAIL sens C8 = sensitizes caspase-8 expressing cells to TRAIL; NB7+C8 cells + TRAIL, ATPlite viability luminescence; inhibition (viability loss, TRAIL sensitization), % at 10 µM; AID 624354; 360,000 compounds, 1% hits;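 active means compounds causing at least 50% loss of cell viability in the single-dose screen, relative to plate controls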
NR2F2 inh = blocks human COUP-TFII nuclear receptor; P24468; HEK293T NGFI-A luciferase reporter, luminescence; inhibition, % at 8.6 µM; 370,000 compounds, 0.7% hits; AID 686940;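 active means inhibition above a per-plate cutoff, mean inhibition of test wells between control levels plus 3 SD, cut at about 38% in these data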;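 further: cells cotransfected with COUP-TFII expression vector driving the NGFI-A reporter; 0% = median of COUP-TF2 test wells and 100% = reporter-only cells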
Target sequence (P24468 whole entry, looked up): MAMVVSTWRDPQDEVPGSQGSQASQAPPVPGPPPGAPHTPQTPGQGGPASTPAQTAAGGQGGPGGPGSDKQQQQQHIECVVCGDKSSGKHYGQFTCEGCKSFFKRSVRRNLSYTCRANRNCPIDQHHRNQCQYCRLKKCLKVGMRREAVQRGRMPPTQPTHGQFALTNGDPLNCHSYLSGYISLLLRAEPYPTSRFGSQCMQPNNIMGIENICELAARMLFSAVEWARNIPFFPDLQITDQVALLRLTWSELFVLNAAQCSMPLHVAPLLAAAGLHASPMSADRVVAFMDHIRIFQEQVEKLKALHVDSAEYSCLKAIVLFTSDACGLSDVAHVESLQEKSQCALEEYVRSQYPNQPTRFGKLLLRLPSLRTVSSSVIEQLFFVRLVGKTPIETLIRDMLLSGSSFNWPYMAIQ
CF NFkB inh = blocks PAF-induced NF-kB reporter in cystic fibrosis cells; KKLEB NF-kB-GFP reporter, GFP fluorescence overnight; inhibition, % at 5 µM; 360,000 compounds, 0.86% hits; AID 588850;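 active means at least 50% inhibition at 5 µM, scaled per plate between neutral and stimulator controls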;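 further: PAF is a Pseudomonas aeruginosa culture filtrate used as stimulus; plate controls were PAF-stimulated DMSO wells for no effect and unstimulated DMSO wells for full effect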
NCOA1 inh = inhibits human SRC1 coactivator. inhibition, % at 3.6 µM. 360,000 compounds, 0.12% hits. Q15788. HEK293 GAL4-SRC1 luciferase reporter, luminescence;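 active means inhibition above the campaign mean plus 3 SD, with each screening campaign given its own cutoff, cut at about 60% in these data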;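 further: 0% = DMSO treated cells and 100% = gossypol at 36 µM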
KKLEB tox = CF airway cell cytotoxicity counter-screen. KKLEB CF airway cells viability, ATPlite luminescence, overnight; hits give low values; cells stimulated with P. aeruginosa culture filtrate. activity change (cytotoxicity), % at 5 µM. 360,000 compounds, 0.36% hits. AID 602141;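 active means corrected activity change at or below -50% at 5 µM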
TWEAK Fn14 block = blocks TWEAK-Fn14 interaction in a reporter cell assay | TWEAK-stimulated Fn14 reporter cells, luciferase luminescence, 8 h | inhibition, % at 10 µM | 360,000 compounds, 2% hits | AID 1159606; in the data active means inhibition above about 50%
EBV LMP1 NFkB = Epstein-Barr LMP1 NF-kappaB reporter inhibition | LMP1-induced NF-kappaB luciferase reporter cells, luminescence | inhibition, % at 12.5 µM | 350,000 compounds, 0.69% hits | AID 504558; in the data active means inhibition above about 41%;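 further: 0% = neutral control wells and 100% = reference inhibitor control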
NR5A2 inv ag = suppresses constitutive activity of human LRH-1; O00482; HEK293T StAR-luciferase reporter, LRH-1 transfected, 24 h; inhibition, % at 3.6 µM; 360,000 compounds, 0.13% hits; AID 602396;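 active means inhibition above the mean inhibition of all tested compounds plus 3 SD, cut at about 73% in these data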;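 further: 0% = DMSO wells and 100% = reporter-only cells lacking LRH-1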
Target sequence (O00482 whole entry, looked up): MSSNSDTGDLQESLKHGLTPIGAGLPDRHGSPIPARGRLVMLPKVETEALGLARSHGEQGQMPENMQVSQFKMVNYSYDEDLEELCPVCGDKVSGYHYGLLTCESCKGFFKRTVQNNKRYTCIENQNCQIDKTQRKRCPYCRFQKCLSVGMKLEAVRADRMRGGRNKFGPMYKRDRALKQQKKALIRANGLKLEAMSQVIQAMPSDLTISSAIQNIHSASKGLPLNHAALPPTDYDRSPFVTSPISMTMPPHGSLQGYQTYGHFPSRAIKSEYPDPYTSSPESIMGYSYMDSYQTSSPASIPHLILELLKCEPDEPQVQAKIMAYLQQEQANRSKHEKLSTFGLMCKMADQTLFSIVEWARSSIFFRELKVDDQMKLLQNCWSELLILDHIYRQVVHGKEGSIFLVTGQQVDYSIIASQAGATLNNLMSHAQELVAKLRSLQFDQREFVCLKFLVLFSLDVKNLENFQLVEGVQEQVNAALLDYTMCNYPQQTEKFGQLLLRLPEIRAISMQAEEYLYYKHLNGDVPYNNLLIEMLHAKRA
TROY NFkB inh = TROY signaling inhibition; Q293 LMP1-TROYcd NF-kB luciferase reporter, 4 h; inhibition, % at 10 µM; 360,000 compounds, 0.98% hits; AID 1347056;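 active means compounds whose plate-normalised and pattern-corrected inhibition of the luciferase reporter signal at the single screening dose is 50% or more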
SRC3 inh = human NCOA3 inhibition; 360,000 compounds, 0.17% hits; Q9Y6Q9; AID 588352; HEK293 GAL4-SRC3 luciferase reporter, luminescence; inhibition, % at 3.6 µM;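 active means inhibition above a per-campaign cutoff, the mean of all compounds plus 3 SD, cut at about 60% in these data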;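 further: 0% = DMSO-treated cells and 100% = gossypol-treated cells at 36 µM; higher means less SRC3-driven luciferase light from the GAL4 reporter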
Shn3 inh set2 = Schnurri-3 reporter inhibition in Clone20 osteoblasts; Clone20 osteoblast Shn3 3'UTR firefly luciferase, 24 h; inhibition, % at 12.5 µM; 360,000 compounds, 0.52% hits;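 active means mean inhibition of at least 75% with every replicate also reaching 75%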;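 further: 0% = median of neutral control wells and 100% = pilot-screen positive control compound; some compounds past the cut are filed as inactive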
* hit, by the source's call; nt = no result given.

# | canonical_smiles | TRAIL sens C8 | NR2F2 inh | CF NFkB inh | NCOA1 inh | KKLEB tox | TWEAK Fn14 block | EBV LMP1 NFkB | NR5A2 inv ag | TROY NFkB inh | SRC3 inh | Shn3 inh set2
1 | C/C(=N\NC(=O)C1CC1)c1ccc(OC(F)F)cc1 | 5 | -9 | -6 | -30 | 3 | 1 | -13 | -30 | 2 | -21 | -12
2 | Cc1cnn(-c2cc(N/N=C/c3ccccc3F)ncn2)c1 | 12 | -5 | -10 | 2 | -2 | -34 | -77 | -2 | -36 | -1 | -16
3 | O=C(CNC1CCCCC1)Nc1ccc(Cl)cc1 | 2 | 8 | -5 | 7 | -4 | -17 | -5 | -21 | 3 | 15 | -5
4 | Cc1ccc(CNC(=O)CSc2ccc(-c3cccs3)nn2)cc1 | -2 | 3 | -6 | 10 | 12 | -8 | -6 | -1 | 9 | 9 | 14
5 | N=C(c1cccc([N+](=O)[O-])c1)N1CCCCCC1 | 2 | -14 | -6 | 9 | 1 | -6 | -2 | 6 | 15 | 11 | 5
6 | COc1ccc(CCN2C(=NC(=O)C(C)C)SC3CS(=O)(=O)CC32)cc1OC (stereo not drawn) | -10 | 6 | 8 | -14 | -4 | 2 | 7 | -9 | -7 | 3 | 23
7 | Cc1cc(NC(=O)COC(=O)c2cccc(OCc3ccccc3)c2)no1 | -9 | 14 | -12 | -27 | 10 | 1 | -4 | -30 | -10 | -57 | -20
8 | O=C(CN1C(=O)COc2ccc(S(=O)(=O)N3CCOCC3)cc21)NCc1ccccn1 | 2 | -8 | -2 | 1 | 6 | -4 | -4 | -3 | 8 | -15 | -1
9 | CN(C)CCCN1C(=O)C(=O)/C(=C(/O)c2ccncc2)C1c1cccnc1 (stereo not drawn) | 2 | 8 | -3 | -32 | 1 | -7 | 0 | 6 | -3 | 7 | 3
10 | CN(C)c1nc(N)nc(CSc2nc3cc(Cl)ccc3o2)n1 | -11 | -3 | -20 | -65 | -12 | -15 | -29 | -13 | -28 | -26 | -3
11 | COc1ccccc1C(=O)NCc1ccc2c(c1)OCO2 | 12 | -2 | -6 | -31 | -1 | -1 | 7 | -23 | 2 | 0 | 10
12 | Cc1cccc(C(=O)Nc2cccc(C(=O)Nc3cc(C)ccn3)c2)c1 | -10 | nt | -9 | -8 | -9 | 7 | 11 | -17 | -10 | -15 | -8
13 | CCc1nc2ccc(C(=O)Nc3ccc(OC)c(OC)c3)cn2c1N(CC)CCOC | -9 | -1 | 14 | 2 | 1 | 17 | nt | 16 | -8 | 8 | 24
14 | Cc1onc(-c2ccc(Cl)cc2Cl)c1C(=O)/C=C/N(C)C | -4 | 15 | 11 | 10 | -16 | -14 | -7 | -12 | 9 | -1 | 15
15 | CC(=O)Nc1ccc(NC(=O)C(C)OC(=O)c2ccc(C)s2)cc1 (stereo not drawn) | 0 | 9 | -4 | 10 | 6 | 20 | -7 | 2 | 8 | -2 | 21
16 | COc1cc(NS(=O)(=O)c2ccc(Br)s2)cc(OC)c1 | -11 | -4 | -10 | 0 | -4 | -4 | 9 | 23 | 13 | -29 | 7
17 | O=C(CSc1nc2ccccc2c(=O)[nH]1)Nc1ccccc1C(F)(F)F | -4 | -21 | 10 | 13 | -1 | 5 | -2 | 20 | -3 | 6 | 20
18 | Cc1ccc(NC(=O)CN(C)C(=O)COc2ccc(C(=O)c3ccc(F)cc3)cc2)cc1 | 1 | 8 | -30 | -17 | 7 | 8 | -6 | 7 | 3 | -2 | 0
19 | Cc1ccccc1Nc1nccc(N(C)C)c1C#N | 15 | -7 | -9 | 1 | 4 | 6 | -3 | -12 | 4 | 11 | -16
20 | O=C(CC(c1ccccc1)c1cc(Cl)ccc1O)NCCN1CCOCC1 (stereo not drawn) | 2 | 8 | 0 | 3 | -4 | 15 | -2 | 15 | 16 | 20 | nt
21 | Cc1cc(NC(=O)CS(=O)(=O)c2cn(Cc3ccccc3Cl)c3ccccc23)no1 | 5 | 28 | 9 | 16 | -2 | 19 | 22 | 20 | 23 | -5 | 53
22 | CCCCn1c(N)c(N(CCOC)C(=O)COC(=O)CNC(=O)c2ccc(Cl)c(Cl)c2)c(=O)[nH]c1=O | 9 | 9 | -42 | -18 | 10 | -5 | 0 | -6 | 3 | 3 | -17
23 | Cc1cccc(N2CCN(C(=O)C3CC(=O)N(C4CCCC4)C3)CC2)c1C (stereo not drawn) | 12 | -21 | 5 | -4 | 6 | 10 | 12 | 7 | -11 | -8 | 22
24 | CC1CCN(S(=O)(=O)c2ccc(NC(=O)CN3C(=O)NC(C)(c4ccccc4)C3=O)cc2)CC1 (stereo not drawn) | 12 | -1 | 13 | -5 | -30 | -4 | 2 | 5 | 2 | 17 | 29
25 | CC(=O)c1sc2nc(-c3cccs3)ccc2c1N | -8 | -13 | -48 | -64 | 17 | 9 | -51 | -36 | -40 | -85 | -52

Full records from above. Order of values: TRAIL sens C8	NR2F2 inh	CF NFkB inh	NCOA1 inh	KKLEB tox	TWEAK Fn14 block	EBV LMP1 NFkB	NR5A2 inv ag	TROY NFkB inh	SRC3 inh	Shn3 inh set2
Listed for Cc1cnn(-c2cc(N/N=C/c3ccccc3F)ncn2)c1 = 12	-5	-10	2	-2	-34	-77	-2	-36	-1	-16
Listed for O=C(CNC1CCCCC1)Nc1ccc(Cl)cc1 = 2	8	-5	7	-4	-17	-5	-21	3	15	-5
Listed for COc1cc(NS(=O)(=O)c2ccc(Br)s2)cc(OC)c1 = -11	-4	-10	0	-4	-4	9	23	13	-29	7
Listed for CC1CCN(S(=O)(=O)c2ccc(NC(=O)CN3C(=O)NC(C)(c4ccccc4)C3=O)cc2)CC1 (stereo not drawn) = 12	-1	13	-5	-30	-4	2	5	2	17	29
Listed for Cc1ccccc1Nc1nccc(N(C)C)c1C#N = 15	-7	-9	1	4	6	-3	-12	4	11	-16

Further results.
# | canonical_smiles | TRAIL sens C8 | NR2F2 inh | CF NFkB inh | NCOA1 inh | KKLEB tox | TWEAK Fn14 block | EBV LMP1 NFkB | NR5A2 inv ag | TROY NFkB inh | SRC3 inh | Shn3 inh set2
26 | Cc1ccc(S(=O)(=O)N2CCCC2)cc1C(=O)Nc1ccc(-n2cnnn2)cc1 | -4 | -4 | -19 | 16 | 15 | 10 | -3 | 16 | -7 | 10 | 13
27 | Cc1ccc2nc3sc(C(=O)Nc4c(C)[nH]c(=O)[nH]c4=O)c(N)c3cc2c1 | -1 | 6 | 1 | -15 | -1 | 53* | -1 | -3 | 8 | -1 | -43
28 | COc1ccccc1CN(C)C(=O)CN1C(=O)c2ccccc2C1=O | -9 | -8 | -6 | -17 | 11 | -1 | -1 | 11 | -2 | 9 | 0
29 | Cn1cnnc1SC(C(=O)Nc1cccc(C(F)(F)F)c1)c1ccccc1 (stereo not drawn) | 0 | 0 | -1 | 12 | -4 | 8 | 8 | -1 | -17 | 7 | -3
30 | O=C(COc1ccc2c3c(c(=O)oc2c1)CCCC3)NCCN1CCOCC1 | -7 | nt | 14 | 1 | -3 | 3 | 0 | 43 | -7 | 2 | -14
31 | Cc1ccc(-c2nn(CCC(=O)NCC3CCCO3)c(=O)c3ccccc23)cc1 (stereo not drawn) | 2 | -3 | -13 | 5 | 10 | 15 | -5 | 4 | -6 | -5 | 18
32 | CCCn1c(=O)c2c(c3ccccc31)OCC(=O)N2 | 13 | 5 | -9 | 0 | 1 | -4 | -4 | 2 | -11 | 13 | -40
33 | COc1cc(S(=O)(=O)N2CCOCC2)cc(C(=O)c2nccn2C)c1OC | 0 | -21 | 8 | -5 | -4 | 3 | -23 | 11 | 7 | 1 | -12
34 | COc1ccc([N+](=O)[O-])cc1NC(=O)c1cncc(Br)c1 | -6 | 8 | 3 | 16 | -9 | -8 | 0 | 12 | -1 | 4 | 7
35 | CCOC(=O)c1sc(NC(=O)CN2C(=O)NC3(CCC(C)CC3)C2=O)c(C(=O)OCC)c1C (stereo not drawn) | 7 | 13 | -2 | -1 | -10 | -72 | -10 | 10 | -15 | 13 | 4
36 | COC(=O)Nc1nnc(SCc2ccc(C)cc2)s1 | -13 | 7 | 11 | 7 | 4 | -5 | 3 | 12 | -32 | 1 | -19
37 | Cc1ccc(N2CC(C(=O)N3CCc4ccccc43)CC2=O)cc1 (stereo not drawn) | -1 | 4 | 16 | -17 | -7 | 17 | -8 | 3 | 9 | 2 | -1
38 | O=C(Nc1ccc(-c2ccco2)cc1)C1CCCN(Cc2ccc(CO)o2)C1 (stereo not drawn) | 7 | 9 | 12 | -31 | 11 | -1 | 2 | -1 | -9 | -2 | 7
39 | Cc1ccc(S(=O)(=O)N2CCCC2C(=O)Nn2cnnc2)cc1 (stereo not drawn) | 0 | -23 | 11 | -37 | 4 | -16 | 8 | -15 | -31 | 4 | -74
40 | O=C(O)CC1S/C(=N/N=C/c2ccc(-c3ccccc3[N+](=O)[O-])o2)NC1=O (stereo not drawn) | -7 | 6 | 4 | -7 | -6 | 8 | 4 | 15 | 8 | 12 | 15
41 | COc1ccc(N2CC(C(=O)NCc3ccccc3)CC2=O)cc1 (stereo not drawn) | -12 | -2 | -6 | 6 | -6 | -4 | -11 | 4 | 6 | 3 | 6
42 | COc1ccc(/C=C/C(=O)NC(=S)Nc2ccc(S(=O)(=O)Nc3nccnc3OC)cc2)cc1 | 10 | -7 | -36 | -11 | 4 | -30 | 5 | -55 | 1 | -1 | -1
43 | O=C(Cc1csc(-c2ccccc2)n1)NCc1ccco1 | -2 | 5 | -3 | 10 | 17 | 7 | -3 | -7 | 6 | 18 | 4
44 | Cc1cc(C)cc(NC(=S)N(CCN2CCCCC2)Cc2ccco2)c1 | -2 | -3 | 4 | 3 | -1 | 18 | -4 | -3 | -9 | 0 | 1
45 | CN(Cc1nccn1C)C(=O)CC1C(=O)NCCN1CC(c1ccccc1)c1ccccc1 (stereo not drawn) | -17 | 9 | 8 | 8 | -2 | -2 | -2 | -7 | -5 | 12 | -18
46 | COCc1nnc(NS(=O)(=O)c2ccccc2)s1 | 8 | 0 | 3 | -3 | 1 | 8 | 1 | -8 | -12 | 1 | 8

Ordered by length of the SMILES (lowest first): four of the compounds above
# | canonical_smiles | TRAIL sens C8 | NR2F2 inh | CF NFkB inh | NCOA1 inh | KKLEB tox | TWEAK Fn14 block | EBV LMP1 NFkB | NR5A2 inv ag | TROY NFkB inh | SRC3 inh | Shn3 inh set2
36 | COC(=O)Nc1nnc(SCc2ccc(C)cc2)s1 | -13 | 7 | 11 | 7 | 4 | -5 | 3 | 12 | -32 | 1 | -19
28 | COc1ccccc1CN(C)C(=O)CN1C(=O)c2ccccc2C1=O | -9 | -8 | -6 | -17 | 11 | -1 | -1 | 11 | -2 | 9 | 0
38 | O=C(Nc1ccc(-c2ccco2)cc1)C1CCCN(Cc2ccc(CO)o2)C1 (stereo not drawn) | 7 | 9 | 12 | -31 | 11 | -1 | 2 | -1 | -9 | -2 | 7
26 | Cc1ccc(S(=O)(=O)N2CCCC2)cc1C(=O)Nc1ccc(-n2cnnn2)cc1 | -4 | -4 | -19 | 16 | 15 | 10 | -3 | 16 | -7 | 10 | 13

Screening data deposited in PubChem by several laboratories.

Only part of the results is shown (hit frequency here may not be typical).
